Assay outcomes (PubChem)
mouse EphA4 binding – EphA4 ligand-binding antagonists – biochemical, colorimetric, mouse EphA4, primary screen (AID 689) | inhibition, % at 10 µM, or IC50 in µM where a hit was titrated | EphA4-AP binding to KYL peptide, pNPP A405; higher % means a stronger effect | hit rate 0.1% among 62,000; in the data active = a potency from the dose series; inactive = the rest, 99 in 100 with inhibition below about 22%
* hit, by the source's call. Not all compounds are listed, so the mix of outcomes need not match the whole.

The opening 4 entries, ahead of the listing:
nr	canonical_smiles	mouse EphA4 binding
1	CN1C(=O)Cc2cc(S(=O)(=O)N3CCOCC3)ccc21	-8%
2	O=c1nc(-c2ccccc2)n(-c2ccccc2)c2ncccc12	-19%
3	O=C(/C=C/c1ccc([N+](=O)[O-])cc1)Nc1cccnc1	-12%
4	CC(=O)N1CCc2cc(Br)cc(S(=O)(=O)NCc3ccccn3)c21	-6%

All compounds of this part, repeating the preview:
nr	canonical_smiles	mouse EphA4 binding
1	CN1C(=O)Cc2cc(S(=O)(=O)N3CCOCC3)ccc21	-8%
2	O=c1nc(-c2ccccc2)n(-c2ccccc2)c2ncccc12	-19%
3	O=C(/C=C/c1ccc([N+](=O)[O-])cc1)Nc1cccnc1	-12%
4	CC(=O)N1CCc2cc(Br)cc(S(=O)(=O)NCc3ccccn3)c21	-6%
5	Cc1ccc2c(c1)nnn2C1CCN(CC(=O)NCCc2ccccc2)CC1	-12%
6	CCOc1ccc(-n2cc(C(=O)NC(C)C)c3cc(OC)c(OC)cc3c2=O)cc1	-11%
7	CN(C)S(=O)(=O)c1cccc(NC(=O)COC(=O)c2ccc(Br)o2)c1	2%
8	O=C1C=C(c2ccc(Cl)cc2)C(=O)N1Nc1ccccc1	-6%
9	c1ccc(N(c2ccccc2)c2nc(-n3ccnc3)nc(-n3ccnc3)n2)cc1	-1%
10	C/C(NC(=O)c1cccc(F)c1)=C1/C(=O)C[C@@H]2[C@H]1C2(C)C	-4%
11	CC(C1CC2CCC1C2)n1c(COc2ccccc2F)nnc1SCC(N)=O (stereo unspecified)	3%
12	COc1cccc(C2C(C(=O)Nc3ccccc3)=C(C)N=c3s/c(=C\c4c[nH]c5ccccc45)c(=O)n32)c1 (stereo unspecified)	15%
13	O=C1c2ccccc2NC(c2ccc(Cl)cc2Cl)N1Cc1ccco1 (stereo unspecified)	-4%
14	CSc1ccc(N2CCN(CCCNC(=O)Nc3ccccc3F)CC2)cc1	-1%
15	CCSc1nnc2c(n1)OC(C)(C)Nc1ccccc1-2	-8%
16	O=C(Nc1nnc(-c2cccs2)o1)c1cccc(Oc2ccccc2)c1	6%
17	CCOC(=O)c1ccccc1NC(=O)CN(c1cc(OC)ccc1OC)S(C)(=O)=O	-7%
18	CC1CN(C(=O)N2c3ccccc3Sc3ccccc32)C(C)CC1=O (stereo unspecified)	2%
19	COc1cc(-c2noc(-c3ccccc3Cl)n2)cc(OC)c1OC	8%
20	COc1ccc(OC)c(N(CC(=O)Nc2ccccc2)S(C)(=O)=O)c1	-7%
21	CC(=O)N1CCN(Cc2nc3cc(NC(=O)Cn4nc(C)c5ccccc5c4=O)ccc3n2C)CC1	-11%
22	Brc1cccc(-c2nnc3n2CCC3)c1	-7%
23	CCCOc1ccc(C(=O)c2nc3c(n2O)CCCC3)cc1	-5%
24	O=C(CSc1ccc(Cl)cc1Cl)Nc1cccc([N+](=O)[O-])c1	-2%
25	Clc1ccc(CSc2snnc2-c2ccccc2)c(Cl)c1	16%
26	Cc1ccc(C(=O)C(C)OC(=O)C2CC(=O)N(C3CCCCC3)C2)cc1 (stereo unspecified)	-6%
27	CCC1=NN(C(=O)CCc2ccccc2)C(O)(C(F)(F)F)C1 (stereo unspecified)	5%
28	O=c1c2c(nc3c(-c4ccc(Cl)cc4)c[nH]n13)CCCC2	-5%
29	O=C(c1cc2ccccc2o1)N1CCN(c2ccc([N+](=O)[O-])cc2)CC1	4%
30	CCn1c(=O)cc(SCC(=O)NCc2ccc(C)o2)c2ccccc21	-8%

2 compounds picked at random from the list so far:
nr	canonical_smiles	mouse EphA4 binding
7	CN(C)S(=O)(=O)c1cccc(NC(=O)COC(=O)c2ccc(Br)o2)c1	2%
30	CCn1c(=O)cc(SCC(=O)NCc2ccc(C)o2)c2ccccc21	-8%

Next results follow.
nr	canonical_smiles	mouse EphA4 binding
31	COc1cc(NC(=O)c2ccc(-c3cccc([N+](=O)[O-])c3)o2)ccc1NC(=O)c1ccco1	7%
32	O=C(CN1CCc2ccccc21)NC(=O)NCc1ccco1	0%
33	O=S1(=O)CCN(Cc2ccc(Cl)cc2)CC1	4%
34	CCC1(C)Cc2c(sc3nnn(CC(=O)Nc4ccccc4)c(=O)c23)CO1 (stereo unspecified)	5%
35	CCc1ccc(Nc2ncc3c(n2)CC(c2ccc(OC)cc2)CC3=O)cc1 (stereo unspecified)	-13%
36	CC12CN3CC(C)(CN(C1)C3c1cc3ccccc3[nH]1)C2=O (stereo unspecified)	-2%
37	O=C(COC(=O)C1CCC1)NCc1ccccc1Cl	-6%
38	COc1ccc(OC)c(C2CC(c3c(-c4ccccc4)c4cc(Cl)ccc4[nH]c3=O)=NN2S(C)(=O)=O)c1 (stereo unspecified)	21%
39	Cc1ccsc1/C=N/NC(=O)c1c[nH]c2ccccc12	-4%
40	COCCNC(=O)CN(c1cc(OC)ccc1OC)S(C)(=O)=O	4%
41	Cc1ccc(CSC2=CS(=O)(=O)c3ccccc3N2)cc1	-3%
42	CCOc1cc2c(cc1OCC)C(C(=O)O)C(c1cc(Br)c(O)c(OC)c1)N(C)C2=O (stereo unspecified)	-14%
43	N=c1sccn1CC(=O)Nc1ccccc1Cc1ccccc1	-13%
44	Cc1ccc(S(=O)(=O)N(Cc2cc3cc4c(cc3[nH]c2=O)OCCO4)CC2CCCO2)cc1 (stereo unspecified)	-14%
45	CC(C)CC(c1nnnn1CCc1ccccc1)N1CCN(C(=O)c2ccco2)CC1 (stereo unspecified)	-11%
46	CCCn1nc(NC(=O)c2cccs2)c2cc3ccccc3nc21	4%
47	CC1(c2ccc3noc(-c4ccc(Cl)cc4)c3c2)OCCO1	-28%
48	COc1ccc(Oc2coc3cc(O)ccc3c2=O)cc1	1%
49	COc1ccccc1-c1cc(C(=O)NCc2ccc(Cl)cc2)no1	-11%
50	COc1ccc(OC)c(N2C(=O)C(Cl)=C(N3CCOCC3)C2=O)c1	-2%
51	O=C(Cc1ccc(Br)cc1)OCC(=O)c1ccc2c(c1)OCCO2	-6%
52	CCC(=O)Oc1ccc(C(=O)Nc2ccc3c(c2)C(=O)N(C2CCCCC2)C3=O)cc1	-24%
53	CC(Nc1cc(N2CCN(C(=O)C(C)(C)C)CC2)ccc1[N+](=O)[O-])c1ccccc1 (stereo unspecified)	-13%
54	O=C(Nc1cccc(F)c1)C1CCCN1S(=O)(=O)c1cccc2cccnc12 (stereo unspecified)	-8%
55	COc1cc(C(=O)Nc2ccc(N(C)C)cc2)cc(OC)c1OC	0%
56	CC(C)(C(N)=O)N1CCN(c2ncc(C(F)(F)F)cc2Cl)CC1	0%
57	Cc1ccc(Nc2c(-c3ccc(C)o3)nc3cnccn23)cc1	4%
58	NCCCCNc1ccccc1[N+](=O)[O-]	1%
59	COCCn1c(SCC(=O)NCc2cccs2)nnc1-c1ccc(OC)cc1	-15%
60	NS(=O)(=O)c1ccc(NC(=O)CN2CCCCC2)cc1	-11%

Some of the entries so far, with each value named.
#3 O=C(/C=C/c1ccc([N+](=O)[O-])cc1)Nc1cccnc1
  mouse EphA4 binding: -12%

#4 CC(=O)N1CCc2cc(Br)cc(S(=O)(=O)NCc3ccccn3)c21
  mouse EphA4 binding: -6%

#5 Cc1ccc2c(c1)nnn2C1CCN(CC(=O)NCCc2ccccc2)CC1
  mouse EphA4 binding: -12%

#6 CCOc1ccc(-n2cc(C(=O)NC(C)C)c3cc(OC)c(OC)cc3c2=O)cc1
  mouse EphA4 binding: -11%

The results go on.
nr	canonical_smiles	mouse EphA4 binding
61	Cc1ccc(N2C(=O)NC(=O)/C(=C\c3cc(C)n(C)c3C)C2=O)cc1	1%
62	N=c1c2c(-c3ccccc3)c(-c3ccccc3)n(Cc3ccccc3)c2ncn1CCCn1ccnc1	5%
63	Cc1ccc(-n2nnnc2Sc2nc([N+](=O)[O-])nn2C)cc1C	-3%
64	COc1ccc(N2CCN(c3oc(-c4ccco4)nc3C#N)CC2)cc1	-7%
65	COc1ccc(N2CCSC2C(=O)c2ccccc2)cc1 (stereo unspecified)	1%
66	CC(C)(C)c1[nH]nc2c1C(c1cccnc1)C(C#N)=C(N)O2 (stereo unspecified)	1%
67	CCOc1ccc(NC(=O)c2ccc(N3C(=O)c4cccnc4C3=O)cc2)cc1	-8%
68	O=C(CCCC(=O)N1CCCc2ccccc21)N1CCCc2ccccc21	3%
69	CC(C)C1Oc2ccccc2N(CC(=O)NCCCN2C(C)CCCC2C)C1=O (stereo unspecified)	-5%
70	Cc1ccc(NNS(=O)(=O)c2ccc(C)cc2)cc1	-13%
71	O=C(OCc1cc2ccccc2[nH]c1=O)c1ccccc1	-9%
72	CC1(C)Cc2cccc(OCC(=O)N3CCN(S(=O)(=O)c4ccc(F)cc4)CC3)c2O1	-9%
73	COc1ccc([N+](=O)[O-])cc1NC(=O)CCc1ccccc1	-3%
74	O=C(CSc1nnc(-c2cccnc2)n1Cc1ccco1)NCc1ccc2c(c1)OCO2	-15%
75	C/C(=N\N=C(/N)SC1CC(=O)N(c2cccc(Cl)c2)C1=O)c1cccs1 (stereo unspecified)	2%
76	CC1CCc2cc(F)ccc2N1C(=O)CSc1nnc(-c2cccs2)n1C (stereo unspecified)	-5%
77	CSc1nc(Oc2ccc(F)cc2F)cc(C(F)(F)F)n1	-8%
78	COc1ccc(NC(=O)NCCCN2CCCC2=O)c(OC)c1	12%
79	Cc1nnc(SCC(=O)Nc2cccc(C(F)(F)F)c2)n1Cc1ccco1	3%
80	COc1ccc(C=Nc2cccc3c(=O)[nH][nH]c(=O)c23)c2ccccc12	-12%
81	c1cc2c(cc1-c1cnc3n1CCC3)OCCO2	-2%
82	CCOC(=O)CCC(=O)Nc1cc(-c2ccc(F)cc2)[nH]n1	-2%
83	COc1ccc(N2C(=O)C=CC2=O)c([N+](=O)[O-])c1	-14%
84	CC(C)OC(=O)C1C(=O)CC(C)(O)C(C(=O)OC(C)C)C1c1cccnc1 (stereo unspecified)	-10%
85	CCOc1ccc(N(CC(=O)N2CCCC2)S(=O)(=O)c2c(C)noc2C)cc1	-5%
86	CCOC(=O)c1cc(-c2ccccc2)sc1NC(=O)C(C)Sc1nnnn1C (stereo unspecified)	-5%
87	Cc1c(N=C/C=C2\N(C)c3ccccc3C2(C)C)c(=O)n(-c2ccccc2)n1C	2%
88	CN1CCN(C2CC(=O)N(Cc3ccc(N4CCCC4=O)cc3)C2=O)CC1 (stereo unspecified)	-7%
89	CCN(C(=O)CSc1ncn[nH]1)c1cccc2ccccc12	-10%
90	O=C(Cc1ccc(F)cc1)N(c1ccc(F)cc1)C1C=CS(=O)(=O)C1 (stereo unspecified)	1%
91	N#Cc1c(N)nc2c(c1-c1cccc(O)c1)CCCCCC2	-19%
92	Cc1ccc2nc(SCC(=O)NCC3CCCO3)c(C#N)cc2c1 (stereo unspecified)	3%
93	CCC(C)n1[nH]c(=O)cc1N (stereo unspecified)	-6%
94	O=P(Cc1cccc[n+]1[O-])(c1ccccc1)c1ccccc1	-16%
95	CN(C)S(=O)(=O)c1cc(C(=O)NCCCn2ccc3ccccc32)ccc1Cl	1%
96	CCNC(=O)COC(=O)c1cc(-c2ccc(OC)cc2)nc2ccccc12	-8%
97	CCCc1nnc(NC(=O)CCC(=O)N2CCN(c3ccccn3)CC2)s1	-3%
98	CCN(CC)c1ccc(NC(=O)c2cnn(CC)c2)cc1	-7%
99	CCOC(=O)c1c(C)c(C(=O)NCCc2ccc(S(N)(=O)=O)cc2)c(C)n1CC	2%
100	CC1=C(C(=O)OCC(C)C)C(c2ccc(F)cc2)NC(=O)N1 (stereo unspecified)	-18%
101	N#C/C(=C/c1ccc(Sc2nc3ccccc3[nH]2)o1)c1cccc(Br)c1	-7%
102	O=C(CCN1C(=O)c2ccccc2C1=O)Nc1ccccc1C(=O)N1CCCC1	2%
103	CC(C)c1nnc(-c2ccc(Cl)cc2)c(N(C)C)n1	-2%
104	C=C(C)CSc1nnc(-c2ccc(OC)cc2)n1N	13%
105	Cc1cc(C)nc(Sc2ncnc3c2oc2ccccc23)n1	-7%
106	O=C1C2C3c4ccccc4C(c4ccccc43)C2C(=O)N1CN1CCOCC1 (stereo unspecified)	5%
107	O=C1C2C3C=CC(C3)C2C(=O)N1c1ncn[nH]1 (stereo unspecified)	-17%
108	CN(CC(=O)NCCc1ccccc1)S(=O)(=O)c1ccc(Br)cc1	-11%
109	Cc1ccc(CNC(=O)C(=O)NCC(C)C)cc1	-6%
110	C=CCOC(=O)C1=C(C)NC(SCC(=O)Nc2nccs2)=C(C#N)C1c1cccs1 (stereo unspecified)	-17%
111	O=C1c2ccccc2NC2(CCCC2)N1O	-5%
112	Cc1noc(C)c1COC(=O)C1COc2ccccc2O1 (stereo unspecified)	-6%
113	O=[N+]([O-])c1cc2c(cc1/C=N/n1c(-c3ccccc3)n[nH]c1=S)OCO2	19%
114	COc1ccc(Cl)cc1NC(=O)NS(=O)(=O)c1ccc(C)cc1	-1%
115	Cc1c(Cl)c([N+](=O)[O-])nn1Cc1ccc(C(=O)N/N=C\c2cc(Cl)ccc2O)o1	1%
116	C=CCSC1=Nc2sccc2C2=NC(=O)CN12	-1%
117	CCN(C(=O)CSc1nc2nc(C)cc(C)n2n1)c1cccc(C)c1	10%
118	Cc1ccccc1CS(=O)(=O)Cc1ccc(C(=O)NCc2ccccn2)o1	3%
119	CCC(c1ccccc1)c1nc(-c2ccccn2)no1 (stereo unspecified)	-11%
120	CCn1c(=O)c(C(=O)NCc2ccc(OC)c(OC)c2)c(O)c2ccccc21	-1%

The list goes on.
nr	canonical_smiles	mouse EphA4 binding
121	Cn1c(Sc2ccc(Br)cc2)c(C=O)c2ccccc21	4%
122	C/C(=N\O)C(=O)NCc1ccncc1	0%
123	Cc1ccc(C)c(S(=O)(=O)Nc2ccccc2)c1	6%
124	COc1ccc(OC)c2[nH]c(=O)c(CCNC(=O)c3ccc(S(=O)(=O)N(C)C)cc3)cc12	6%
125	CCOc1cc(C(=O)Nc2cccc3ccccc23)cc(OCC)c1OCC	7%
126	c1ccc(-n2c(Cc3cn4ccsc4n3)nnc2N2CCOCC2)cc1	4%
